TRHR PAM – allosterically enhances the human TRH receptor. TRHR cells, fluo-8 calcium fluorescence, EC20 TRH enhancement. P34981. AID 493056. 360,000 tested, 0.66% active. enhancement, % at 2 µM; in the data active = enhancement above about 30%; note: 0% is about no effect
Target sequence (P34981 whole entry, looked up): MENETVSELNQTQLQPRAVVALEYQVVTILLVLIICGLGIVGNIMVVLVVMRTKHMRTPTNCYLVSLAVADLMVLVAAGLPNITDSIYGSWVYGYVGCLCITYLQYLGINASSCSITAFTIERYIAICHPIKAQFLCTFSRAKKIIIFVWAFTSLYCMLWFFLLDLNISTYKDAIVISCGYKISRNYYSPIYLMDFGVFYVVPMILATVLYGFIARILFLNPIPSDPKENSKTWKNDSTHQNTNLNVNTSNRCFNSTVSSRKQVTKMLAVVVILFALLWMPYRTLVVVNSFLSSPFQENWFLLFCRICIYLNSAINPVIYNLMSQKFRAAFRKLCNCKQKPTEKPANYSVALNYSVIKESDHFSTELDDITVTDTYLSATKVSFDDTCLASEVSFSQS
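TRHR-expressing cells loaded with fluo-8 calcium dye were read kinetically (ex 480/em 530) during compound addition, then stimulated with an EC20 of TRH (10 nM final). Enhancement of the Gq-mediated intracellular calcium response was scored.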
TrxR1 substrate – is turned over as a substrate by rat TrxR1. Potency, µM (series often up to 114 µM), inactives show top-dose activity change, negative = substrate turnover. 390,000 tested, 0.01% active. O89049. purified TrxR1 substrate turnover, NADPH consumption readout. AID 588456; note: potency is the fitted concentration of half-maximal effect; % is set by controls: 0 for no effect and ±100 for the full control effect; nearly all actives have a fitted effect of over 50% in size
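Rat TrxR1, dispensed at 90 nM, was prereduced with 400 uM NADPH (final) for 5 min at ~22 deg C, then incubated with compound 15 min before 400 uM selenite. A first-read NADPH fluorescence drop versus no-compound background flagged substrates.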
TRHR agonist – activates the human TRH receptor; P34981; TRHR cells, calcium flux fluo-8, FDSS agonist mode; activation, % at 2 µM; 360,000 tested, 0.18% active; AID 493084; in the data active = activation above about 30%; note: 0% is about no effect
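TRHR-expressing cells, plated overnight in medium with 10% serum, were loaded with fluo-8 calcium dye at room temperature. After a 10 s baseline, library compound was pin-added and calcium release was recorded kinetically (ex 480/em 530) as agonist response.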
D2 antag – D2 dopamine receptor (human) antagonism; P14416; AID 485344; HEK293 TREx D2 cells, calcium flux, dopamine EC80; 340,000 tested, 2% active; inhibition, % at 10 µM; in the data active = inhibition above about 30%; note: 0% is about no effect
Target sequence (P14416 whole entry, looked up): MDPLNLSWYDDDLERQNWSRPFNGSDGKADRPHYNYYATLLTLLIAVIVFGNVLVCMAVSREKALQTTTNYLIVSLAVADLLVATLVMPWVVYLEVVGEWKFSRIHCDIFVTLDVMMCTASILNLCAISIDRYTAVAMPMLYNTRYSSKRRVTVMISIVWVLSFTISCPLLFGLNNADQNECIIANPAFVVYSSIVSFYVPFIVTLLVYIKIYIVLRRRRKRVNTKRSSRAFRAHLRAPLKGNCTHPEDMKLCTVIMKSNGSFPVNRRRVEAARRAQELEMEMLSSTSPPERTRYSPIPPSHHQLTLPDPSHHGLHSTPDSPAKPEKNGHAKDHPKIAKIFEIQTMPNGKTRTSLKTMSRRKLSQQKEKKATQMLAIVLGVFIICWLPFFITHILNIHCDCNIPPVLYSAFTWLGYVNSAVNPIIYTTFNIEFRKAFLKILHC
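Measurement of antagonist activity uses fluorescent calcium dye in inducible HEK293 T-REx D2 cells: 10 s baseline, compound addition with 180 s read, EC80 dopamine addition with a further 180 s read.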
D2 agonist – D2 dopamine receptor (human) agonism; 340,000 tested, 0.53% active; P14416; HEK293 T-REx D2 cells, calcium flux agonist mode; activation, % at 2 µM;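 active = activation over 3 SD above normal in the single-dose calcium agonist read, cut at about 30% in these data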; note: 0% is about no effect
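Calcium-flux readout, 1 cycle/sec over 180 s following compound pin transfer, in inducible HEK293 Trex D2 cells (force-coupled); dopamine controls included. Positive calcium responses during this window marked compounds as potential agonists.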
USP1 inh – USP1/UAF1 (human) deubiquitinase inhibition; O94782; recombinant USP1/UAF1, Ub-Rhodamine cleavage fluorescence; Potency, µM (highest dose often 57.1 µM), inactives show top-dose activity change, negative = inhibition, hits mostly inhibitors; 390,000 tested, 0.23% active; AID 743255; note: potency is the fitted concentration of half-maximal effect; % is set by controls: 0 for no effect and ±100 for the full control effect; nearly all actives have a fitted effect of over 60% in size; inactives centre near -12
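In this screen, compounds sit with the deubiquitinase complex (1nM) for 15 min at room temperature before Ub-Rho is added at 150nM final. Fluorescence rise is then followed for 6 reads every 60 seconds.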
Pin1 inhibitor – blocks the human prolyl isomerase Pin1; Pin1 FP peptide displacement, HiFluor488, 10 min; Potency, µM (doses to about 115 µM), inactives show top-dose activity, negative = inhibition, most hits filed as inhibitors; 390,000 tested, 0.009% active; active = well fitted inhibition curve with a large enough effect in the polarisation, with a control signal flat, not every such curve was filed as active; inconclusive = small, poorly fitted or top-dose-only effect, or effect the other way, or a change in a side signal; inactive = no such curve, though single readings can be large or run the other way; the % refers to the polarisation; note: potency is the fitted concentration of half-maximal effect; % is set by controls: 0 for no effect and ±100 for the full control effect
Target sequence (Q13526 whole entry, looked up): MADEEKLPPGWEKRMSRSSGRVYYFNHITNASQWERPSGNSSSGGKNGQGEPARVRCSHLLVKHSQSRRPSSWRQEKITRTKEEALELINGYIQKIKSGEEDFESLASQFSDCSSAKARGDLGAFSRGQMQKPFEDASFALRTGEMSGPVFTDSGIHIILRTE
TrxR1 inh – rat TrxR1 inhibition; O89049; 390,000 tested, 1% active; Potency, µM (top dose mostly 114 µM), for the others: top-dose activity change, negative = inhibition, most hits filed as inhibitors; AID 588453; recombinant rTrxR1, NADPH fluorescence consumption, selenite substrate; note: potency is the fitted concentration of half-maximal effect; % is set by controls: 0 for no effect and ±100 for the full control effect; nearly all actives have a fitted effect of over 65% in size
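Rat TrxR1 (90 nM in the dispensed reagent) was pre-reduced with 400 uM NADPH for 5 min at room temperature, then incubated with compound for 15 min. After 400 uM selenite was added, NADPH fluorescence (Ex 340/Em 450 nm) was followed for 8 min.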
IDH1 R132H inh – inhibitors of human mutant IDH1 R132H | O75874 | IDH1-R132H enzyme, NADPH consumption, diaphorase/resazurin fluorescence | Potency, µM (highest dose often 76.6 µM), for the others: top-dose activity change, negative = inhibition, usual class: inhibitors | 390,000 tested, 0.093% active | AID 602179; note: potency is the fitted concentration of half-maximal effect; % is set by controls: 0 for no effect and ±100 for the full control effect; nearly all actives have a fitted effect of over 65% in size
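IDH1-R132H (0.5 ug/mL) preincubated 30 min with compound, then NADPH (0.016 mM) and alpha-KG (2 mM) added; 80 min at RT, pH 7.5. Remaining NADPH coupled via diaphorase/resazurin to fluorescence (540/590 nm); concentration-response curves normalized to no-enzyme control.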
* marks the source's active call; other numbers are inactive results; u = inconclusive; x = not tested or not shown; & = joins results of further samples; [ ] = remark or other dose. Unless noted, calls come from the whole dose curve; as a rule, active = well fitted inhibition curve with a large enough effect; inconclusive = small, poorly fitted or top-dose-only effect; inactive = no such curve, though single readings can be large or run the other way.

SMILES	TRHR PAM	TrxR1 substrate	TRHR agonist	D2 antag	D2 agonist	USP1 inh	Pin1 inhibitor	TrxR1 inh	IDH1 R132H inh
O=C(CCCn1c(=O)[nH]c2ccsc2c1=O)Nc1ccc(F)cc1	-6	5%	-0.4	-30	0.3	-4%	0%	20%	-6%
CC(=O)c1c(C)[nH]c(C(=O)COC(=O)c2c(-c3ccccc3)noc2C)c1C	x	-1%	x	x	x	-13%	-10%	7%	-5%
COc1ccc(S(=O)(=O)N2CCOCC2)cc1NC(=O)COc1ccc(C)cc1	x	-5%	x	x	x	1%	14%	16%	3%
Cc1cccc(-c2nc(CSc3nc4c(c(=O)[nH]3)CCC4)c(C)o2)c1	4	-5%	-0.6	43*	0.2	1%	-4%	-2%	-1%
COc1ccc(OC)c(-n2c(-c3cc(-c4ccc(F)cc4)n[nH]3)n[nH]c2=S)c1	7	-3%	0.0	-2	0.3	-8%	u	-14%	-1%
COc1ccc(C(=O)OCC(=O)N2CCC(C)CC2)cc1S(=O)(=O)N1CCOCC1	10	-2%	0.2	0	0.3	-7%	-1%	1%	-4%
COc1ccc(/C=C2\N=C3CCCCCN3C2=O)cc1OC	-3	-1%	-0.6	-5	-0.3	-14%	11%	8%	7%
Cc1ccc(-c2nc(NC(=O)CSc3cc(C)c4ccccc4n3)ns2)cc1	4&8	2%&9%	0.1&0.2	0	0.2&-1.8	-25%&-20%	15%&29%	21%&33%	-4%&-1%
COc1ccc(CC(=O)NCc2ccc3c(c2)CCN3C(=O)c2cccc(C)c2)cc1	1	-10%[57.1 µM]	-0.4	x	0.9	-16%	4%	-6%[57.1 µM]	-25%
CC(C)c1ccc(NC(=O)CNS(=O)(=O)c2ccc(F)cc2)cc1	-3	5%	0.2	-7	5.2	u	-1%	14%	-3%
CCOC(=O)c1cccc(NC(=O)c2oc3c(c2C)-c2[nH]ncc2CC3)c1	10	-4%	0.1	x	-0.9	u	16%	9%	26%
CC(C(=O)N(C)C1CCCCC1)N1CCC(C(N)=O)CC1 (centres undefined)	10	3%	1.5	-7	1.0	-22%	1%	9%	-3%
O=C(CCc1nnc(CCCc2ccccc2)o1)NCCCC1CCCC1	-13	-1%[57.1 µM]	0.9	18	-1.4	-12%	1%	2%[57.1 µM]	-2%
COc1ccc(CNC(=O)CCN2C(=O)c3ccccc3C2=O)cc1	7	7%	0.5	x	x	-10%	-6%	3%	3%
CC1(C)CN(c2ccc(C(=O)c3ccccc3)cc2)C1=O	-4	-12%	-0.4	-17	-1.0	-17%	4%	-12%	0%
Cc1c(C(=O)N2CCN(c3cccc(Cl)c3)CC2)cccc1[N+](=O)[O-]	16	5%	-0.7	-9	-1.0	-20%	-2%	25%	0%
S=C(NCCC(c1ccccc1)c1ccccc1)Nc1cccc(Cl)c1	-2	-3%	-0.2	-15	0.4	-8%	2%	-17%	1%
Cc1n[nH]c(C)c1S(=O)(=O)N1CCCC(C(=O)NCc2ccc(F)cc2)C1 (centres undefined)	-1	-3%	0.2	12	-0.3	-22%	-2%	1%	-5%
Cc1c(C(C)NC(=O)c2ccc3nc(Cc4ccccc4F)oc3c2)cnn1C (centres undefined)	-1	0%[57.1 µM]	0.1	13	-2.5	-7%	-4%	20%[57.1 µM]	8%
CN1CCCN(C(=O)Cc2c(Cl)cccc2Cl)c2nc3ccccc3nc21	-1	9%[57.1 µM]	-0.5	-2	0.2	-17%	8%	17%[57.1 µM]	4%
Cc1ccccc1Nc1ncnc(N)n1	-3	-7%	0.0	-17	0.0	-3%	2%	7%[57.1 µM]	2%
COc1ccc(-c2cc(C(=O)N3CCN(C(c4ccccc4)c4ccccc4)CC3)no2)cc1OC	9	2%[2.29 µM]	1.4	-10	1.4	-17%	0%	-8%[2.29 µM]	-10%
CCN1C(=O)[C@H]2[C@@H](c3ccc(SC4CCCCC4)c(OC)c3)N3CCCC[C@@]3(C(=O)OC)[C@H]2C1=O	-1	0%[57.1 µM]	-0.6	-2	-0.9	u	9%	-4%[57.1 µM]	-12%
COc1ccc(C(=O)NCCC(=O)N2CCC3(CC2)NCCc2[nH]cnc23)cc1	1	-1%	0.5	9	1.0	-17%	-6%	-2%	0%
COc1cc(C(=O)NCCc2ccccc2)ccc1OCC(=O)N1CCOCC1	11	5%	3.4	-14	0.8	-4%	-1%	7%	6%
Cc1cccc(C(=O)NNC2=CC(=O)CC(C)(C)C2)c1O	-4	-9%	1.8	10	1.8	-11%	u	-17%	-3%
Cc1ccc2[nH]c3c(c2c1)CCc1cn[nH]c1-3	16	16%[57.1 µM]	0.5	-25	0.0	-16%	0%	-23%[57.1 µM]	0%
COc1ccc(S(=O)(=O)N2CCCCC2)cc1NC(=O)c1ccc(C)cc1	2	-2%	-0.5	0	0.0	-25%	5%	-16%	-7%
COc1ccccc1NC(=O)Cn1c(=O)n(-c2ccccc2Cl)c(=O)c2sc3ccccc3c21	-7	1%	0.5	x	0.6	-17%	15%	-3%	15%
Cc1ccccc1Cn1c(Oc2ccccc2F)nc2c1c(=O)n(C)c(=O)n2C	1	-6%[57.1 µM]	0.4	x	0.9	-5%	0%	-13%[57.1 µM]	10%
CCOC(=O)C1CCCN(C(=O)C2CCN(Cc3nc(-c4ccc(Cl)cc4)oc3C)CC2)C1 (centres undefined)	x	2%	x	x	x	-11%	4%	13%	1%
COc1ccccc1/C=N/NC(=O)c1ccccc1Cl	-1	-4%	-0.6	-4	0.2	-12%	-6%	9%[57.1 µM]	-3%
Cc1ccc(N2CC(c3nc4ccccc4n3C)CC2=O)cc1 (centres undefined)	-2	-2%	0.2	-11	-1.0	-12%	4%	15%	8%
COc1cccc(CN(C)C(=O)c2cccc(S(=O)(=O)N3CCN(c4ccc(F)cc4)CC3)c2)c1OC	0	-12%[57.1 µM]	0.0	-16	0.9	-4%	3%	21%	-2%
CCc1ccc(-n2nc(C)c3c(C(=O)Nc4cc(C)c(Cl)cc4OC)cc(C)nc32)cc1	-4	9%	0.4	x	0.5	u	3%	11%	-14%
CCN(CC)C(=O)Cn1c(=O)n(-c2ccc(CC(=O)NCc3ccccc3)cc2)c(=O)c2sccc21	6	4%	0.6	-14	-0.3	-14%	-7%	21%	5%
COc1ccccc1Nc1ccc([N+](=O)[O-])cn1	-8	-6%	-0.5	-15	0.5	-18%	3%	7%	4%
Cc1ccccc1OCC(=O)Nc1ccc(C(=O)Nc2ccccc2C(=O)O)cc1	-3	1%	-0.4	3	-0.8	-21%	-16%	9%	-11%
Cc1cc(C)c(N=C2SCC(=O)N2Cc2ccco2)c(C)c1	-1	5%[57.1 µM]	-0.2	5	0.9	-10%	-4%	21%[57.1 µM]	-1%
COc1ccc(C2=NN(C(=O)c3ccccc3C(=O)O)C(c3ccccc3O)C2)cc1 (centres undefined)	-4	-3%	0.7	18	3.0	2%	19%	-7%	-1%
N=c1c(C(=O)NCc2ccco2)cc2c(=O)n3ccccc3nc2n1C1CCCC1	0	101%[activator]	-1.6	1	1.4	-4%	u	12%	1%
COc1ccc(-n2cc(CNCCCn3ccnc3)c(-c3ccccc3Cl)n2)cc1	6	-7%	1.9	-28	2.2	-8%	-7%	-31%	-17%
O=C(c1ccc(F)cc1)C(C(=O)N1CCCCC1)n1ccccc1=O (centres undefined)	-1	-2%	0.0	x	x	-14%	-1%	4%	26%
CSc1ncnc2[nH]ccc12	x	13%[57.1 µM]	x	x	x	11%	7%	-5%[2.29 µM]	-4%
CC(=O)Nc1ccc(SC[C@H](Cc2ccccc2)N2CC[C@@H](O)CCC2=O)cc1	0	-14%	-0.1	-5	0.8	-8%	-4%	4%	-4%
CCOC(=O)CSc1nnc(CNc2ccccc2Cl)n1-c1ccccc1	-11	-7%	-0.7	10	-1.1	-16%	2%	-10%	13%
CCN(c1ccccc1)S(=O)(=O)c1ccc(NC(=O)c2nc(SC(C)C)ncc2Cl)cc1	1	-5%	4.4	x	1.7	-7%	30%	1%	12%
O=C(c1ccc(O)cc1)c1ccc(Cl)cc1	-11	5%[57.1 µM]	-0.9	-23	-0.1	-5%	3%	-17%	5%

Looked up above:
O=C(c1ccc(O)cc1)c1ccc(Cl)cc1 in D2 antag is listed with -23
CC(=O)Nc1ccc(SC[C@H](Cc2ccccc2)N2CC[C@@H](O)CCC2=O)cc1 in IDH1 R132H inh is listed with -4%

Going on with the list.
SMILES	TRHR PAM	TrxR1 substrate	TRHR agonist	D2 antag	D2 agonist	USP1 inh	Pin1 inhibitor	TrxR1 inh	IDH1 R132H inh
Cc1ccc(/C=C/C(=O)OCC(=O)NCCN2C(=O)CSC2=O)cc1	-1	8%[57.1 µM]	0.2	-2	-0.6	-11%	-6%	20%[57.1 µM]	-3%
CCn1ccc2cc(S(=O)(=O)N3CCCN(C(=O)Nc4ccc(C)cc4Cl)CC3)ccc21	2	3%[57.1 µM]	-0.3	x	-0.2	-18%	1%	17%[57.1 µM]	-10%
NC(N)=NS(=O)(=O)c1ccc(N/C=C\C(=O)c2ccncc2)cc1	4	0%	-1.2	-13	-1.8	-15%	0%	6%	6%
COc1ccc(N(CC(=O)Nc2c(C)n(C)n(-c3ccccc3)c2=O)S(=O)(=O)c2ccc(C)cc2)cc1	30*	0%	-0.5	-24	1.1	-5%	-6%	14%	-5%
N#Cc1ccc(COC(=O)CN2C(=O)NC3(CCCC3)C2=O)cc1	-7	-13%	0.0	14	-0.3	3%	-8%	-12%	3%
Cc1ccc(CNc2nc(-c3ccco3)nn2S(C)(=O)=O)cc1	16	3%	-1.3	x	-1.8	-29%	7%	4%	43%[activator]
Cc1nn(-c2ccccc2)c(C)c1NC(=O)COC(=O)c1ccc(O)cc1O	5	-10%	0.4	-7	0.3	-15%	0%	-20%	-16%
c1ccc(-c2ccccc2OCCCN2CCOCC2)cc1	2	9%	0.2	10	0.2	-20%	-18%	28%	5%

Source: PubChem (National Center for Advancing Translational Sciences (NCATS))

This is a subset; the hit share may differ from the screen's.
